E coli Lon inh: inhibits E. coli Lon protease; AID 602123; purified E. coli Lon protease, fluorescence polarization; P0A9M0; 360,000 tested, 0.42% active; inhibition, % at 7.94 µM; in the data active = inhibition above about 13%, passing the limit was not always enough;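 also: 0% = enzyme with probe and DMSO and 100% = no enzyme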
PABP1 MLLE inh: blocks PAM2 peptide binding to the PABP1 MLLE domain | GST-MLLE / FITC-PAM2 fluorescence polarization | inhibition, % at 20 µM | 360,000 tested, 0.36% active | P11940; in the data active = inhibition above about 35%, passing the limit was not always enough;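 also: plate controls were DMSO wells with GST-MLLE for no effect and wells lacking GST-MLLE protein for full effect; some results filed as inactive read as strong as hits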
CendR NRP1 mod: modulators of CendR peptide binding to human neuropilin-1; O14786; FAM-RPARPAR peptide binding to NRP-1, fluorescence polarization; inhibition, % at 25 µM; 360,000 tested, 0.85% active; AID 602438;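 active = inhibition or corrected inhibition above about 18%, plus a signal ratio from 0.5 to 1.5, limit read from the data, passing the limit was not always enough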; also: strong numbers were not always called active
bovine MsrA act: activators of bovine methionine sulfoxide reductase A. purified bovine MsrA, absorbance read-out. activation, % at 10.6 µM. 360,000 tested, 0.3% active; in the data active = activation above about 7.5%;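 also: 0% = vehicle and 100% = reference activator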
MT1-MMP act inh: MT1-MMP (human) activation inhibition | HT1080 RFP-PRO-GFP cells, GFP/RFP ratio fluorescence, overnight; percent of plate control window, DMSO zero | GFP/RFP ratio change, % at 20 µM | 360,000 tested, 0.061% active;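 active = GFP/RFP ratio change of at least 30% with cell ATP level not reduced by more than half and red fluorescence within 50% of control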; also: strong numbers were not always called active
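Test system: HT1080 cells expressing an RFP-PRO-GFP fluorescent reporter construct / Compound dosing: single-point 20 µM compound, 1% DMSO / Schedule: cells overnight before dosing, compound overnight, 37 °C, 5% CO2 / Evaluation: GFP/RFP fluorescence ratio / Control set: DMSO and RFP-L50D-GFP cell wells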
SKN-1 block: inhibitors of C. elegans SKN-1 | inhibition, % at 21.8 µM | 360,000 tested, 0.49% active | C. elegans VP596 Pgst-4::GFP/RFP ratio, acrylamide-induced, 24 h | AID 624304;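 active = interference check ratio from 0.5 to 1.5 plus GFP to RFP signal ratio inhibition reaching or exceeding a fixed threshold, cut at about 30% in these data, passing the limit was not always enough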; also: some compounds called inactive have numbers as strong as hits
MsrA inhibitor: inhibitors of bovine MsrA. purified bovine MsrA, absorbance read-out. inhibition, % at 15.5 µM. 360,000 tested, 0.75% active; in the data active = inhibition above about 4.5%;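 also: 0% = vehicle wells with enzyme and 100% = reference inhibitor wells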
TbMetRS inhib: Trypanosoma brucei MetRS inhibition. purified T. brucei MetRS, ATP depletion, Kinase-Glo luminescence. 360,000 tested, 0.4% active. inhibition, % at 11.9 µM;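 active = inhibition above a per-plate cutoff of the control wells' mean inhibition plus 3 SD, cut at about 5.5% in these data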;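 also: 0% = DMSO wells median and 100% = median of wells with control inhibitor compound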
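System: purified T. brucei MetRS enzyme / Detection: Kinase-Glo luciferase luminescence reporting remaining unconsumed ATP / Medium: HEPES buffer with MgCl2, KCl, DTT, spermine, BSA, pyrophosphatase / Replication: singlicate, one well per compound / Evaluation: percent inhibition relative to median high and low control wells / Schedule: 2 h aminoacylation at 25 °C after 15 min preincubation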
FAS TE block: inhibitors of human fatty acid synthase thioesterase domain | P49327 | recombinant FAS-TE, OMFH fluorogenic substrate, fluorescence endpoint | inhibition, % at 15 µM | 360,000 tested, 0.67% active | AID 602261;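 active = compounds whose normalised, plate-corrected inhibition of enzyme fluorescence in the single-dose primary screen is 50% or more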;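 also: 0% = DMSO with enzyme and 100% = substrate without enzyme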
Numbers without * were called inactive; . = not tested or not shown. No enrichment for hits. Share with any hit: about 4%.

SMILES	E coli Lon inh	PABP1 MLLE inh	CendR NRP1 mod	bovine MsrA act	MT1-MMP act inh	SKN-1 block	MsrA inhibitor	TbMetRS inhib	FAS TE block
CCOc1cc2c(cc1OCC)C(c1ccc(F)cc1)NCC2 (stereo not given)	0.1	3.0	-3.0	-1.1	-3.4	3.7	-0.1	-0.7	1.0
CS(=O)(=O)N(Cc1ccccc1)c1ccc(C(=O)Nc2ccc(C(N)=O)cc2)cc1	-1.7	3.4	-10.1	-1.3	1.6	13.8	0.1	-0.4	-2.7
C=CCn1c(CCNC(=O)c2ccccc2F)nnc1SCC(=O)Nc1nc2ccccc2s1	-5.5	-4.5	-1.3	-1.5	5.9	3.8	1.3	-0.4	-1.3
O=C(COC(=O)c1ccccc1SCC(=O)N1CCCC1)NCc1ccccc1	-10.5	9.5	5.7	-9.3	3.1	-17.4	-1.1	-0.2	-0.3
CC1(c2ccccc2)NC(=O)N(N)C1=O (stereo not given)	2.9	2.2	-10.3	-7.1	-0.4	13.2	0.5	-1.8	-8.0
CCCCOc1ccc(/C=C/C(=O)OCC(=O)c2c(N)n(C)c(=O)n(C)c2=O)cc1OCC	-9.0	-1.7	10.9	-1.9	-3.2	-0.7	1.0	-0.1	-3.7
O=S(=O)(Cc1ccccc1)N1CCC(N2CCN(c3ccccc3)CC2)CC1	-9.9	21.5	5.5	-1.3	-0.3	1.7	0.9	-0.4	-0.1
Cc1cc(/C=N/NC(N)=O)c(C)n1C1CCCCC1	5.8	-5.9	-11.5	-5.3	6.0	3.3	0.5	-0.6	-6.5
O=C(C1=C(O)C(=O)N(CCCn2ccnc2)C1c1ccc(F)cc1)c1ccco1 (stereo not given)	-4.0	-0.2	-11.0	-2.6	-2.8	6.2	-1.1	-0.3	-5.8
OC[C@H]1O[C@@H](n2cnc3c(NC4CCCC4)nc(Cl)nc32)[C@H](O)[C@@H]1O	1.3	5.1	-25.3	-3.3	-0.1	5.1	1.3	-0.7	-2.9
Nc1nc2c(ncn2[C@@H]2O[C@H](CNCc3ccc(OCCCN4CCOCC4)cc3)[C@@H](O)[C@H]2O)c(=O)[nH]1	-10.3	-2.0	2.2	0.8	0.0	7.6	-0.3	-0.1	-6.0
COc1cc(NC(=S)NCCCN2CCOCC2)cc(OC)c1OC	-2.4	16.2	-2.9	-2.9	1.8	3.9	-0.9	-0.3	-11.7
Cc1cc(C)c2[nH]c(C(=O)Nc3ccc4c(c3)OCO4)cc2c1	-2.5	-15.5	-2.4	-1.8	0.3	3.5	0.5	0.0	23.4
CCOc1ccc(OCc2cccc(C(=O)N/N=C/c3cccnc3)c2)cc1	3.7	-39.3	1.8	-1.6	-0.3	3.4	-0.1	-0.6	-7.9
COc1cc(NC(=O)CCc2nnc3ccc(N4CCN(c5cccc(OC)c5)CC4)nn23)cc(OC)c1	-5.5	5.0	6.1	-0.6	5.1	-2.6	0.1	0.0	-6.1
Cc1ccc2cc(C#N)c(N3CCCN(S(=O)(=O)c4ccc(F)cc4)CC3)nc2c1	-7.5	-8.2	-55.0	-2.0	-16.9	11.3	-0.3	0.0	15.9
O=C(c1ccco1)N1CCN(CC(O)Cn2c3ccccc3c3ccccc32)CC1 (stereo not given)	2.9	-9.0	-3.2	-1.9	-2.7	17.3	1.8	-0.1	-5.5
COc1ccc(CC(=O)NNC(=O)CN(C)S(=O)(=O)c2ccc(Cl)cc2)cc1OC	0.3	7.5	-0.9	-8.4	-1.1	2.6	-1.0	-0.1	-0.3
CC(NC(=O)/C(=C\c1cccc([N+](=O)[O-])c1)NC(=O)c1ccco1)C(=O)O (stereo not given)	0.6	8.7	-14.2	-4.0	1.9	3.8	-0.6	-0.9	2.8
CC(=O)NNS(=O)(=O)c1ccccc1[N+](=O)[O-]	20.1	0.5	-78.5	-3.7	1.1	-1.4	0.6	0.3	-6.8
O=C1CN(CCN2CC(=O)N(Cc3ccccc3)C(=O)C2)CC(=O)N1Cc1ccccc1	-1.2	-5.2	0.8	1.6	-0.2	11.1	-0.1	0.9	-2.4
Cc1cccc(C(=O)NC(C)C2CC3CCC2C3)c1 (stereo not given)	-11.2	-9.2	6.6	-1.4	0.4	5.8	-0.4	2.5	0.8
COc1nccnc1NS(=O)(=O)c1ccc(N=Cc2c(C)[nH]n(-c3ccccc3)c2=O)cc1	-12.0	16.8	-10.8	-1.6	3.9	17.5	3.3	0.1	-7.1
CN(C)c1ccc(-c2ccccc2)nn1	-6.7	1.4	6.5	-3.3	-0.4	21.9	0.0	-0.2	-2.7
COC(=O)c1c(NC(=O)CC2Nc3cc(C)c(C)cc3NC2=O)sc(C)c1C (stereo not given)	-15.3	-72.3	-48.7	-2.2	-15.1	6.5	.	-0.5	-13.9
CCCNC(=O)C(=O)NCCC1=CCCCC1	6.0	-1.8	3.2	-14.5	.	-16.8	-0.7	-0.6	-2.3
CCC(=O)Oc1cccc(C(=O)Nc2cccc(NC(=O)c3ccco3)c2)c1	-6.7	-1.5	11.3	-2.8	1.7	-2.1	-0.6	-0.1	-2.8
COc1cc(CNCCCN2CCOCC2)c(Br)cc1OC(C)C	-3.1	9.0	-3.0	-1.8	2.3	-0.4	0.5	0.3	-6.4
O=C(CN1C(=O)CSc2ccccc21)NCCC1=CCCCC1	-4.7	-4.2	-7.1	-0.9	5.2	-0.5	-1.1	-0.7	1.0
CSc1ncccc1C(=O)Nc1cc(C)ccn1	-1.2	10.4	12.2	-2.1	-0.1	9.7	-0.4	-0.5	-3.5
O=C(NCc1ccco1)c1ccc2nccnc2c1	-4.3	-12.6	17.1	-2.4	0.1	17.1	-0.4	-0.1	-1.1
CN(C)C1(CNC(=O)C2CCC(=O)N(CCc3ccc(Cl)cc3)C2)CCCCC1 (stereo not given)	-10.8	-0.9	2.4	-5.2	0.2	3.3	-0.2	-0.4	-5.0
COC(=O)c1c(NC(=O)COC(=O)c2ccc(NC(=O)CC#N)cc2)sc2c1CCCCC2	-20.6	-43.8	-91.0	-4.6	-5.4	18.9	3.6	0.9	12.2
CCN(CC(=O)Nc1ccc(NC(C)=O)cc1)C(=O)c1cc(C)on1	-4.3	5.0	-15.7	2.6	2.4	9.2	-0.3	-0.1	-7.0
COc1ccc(NC(=O)Nc2ccc3c(c2)CCC3)c(OC)c1	0.5	5.2	5.3	-1.4	7.1	-11.0	2.1	0.2	-2.6
O=C(NCCN1CCC(n2c(=O)[nH]c3ccccc32)CC1)c1ccccc1	-5.5	.	0.0	-2.1	2.7	0.7	0.1	-0.2	-7.7
c1ccc2oc(-c3ccc(Nc4nc(N5CCOCC5)nc(N5CCOCC5)n4)cc3)nc2c1	-2.5	2.5	0.0	-3.8	-9.6	-6.0	3.0	-0.5	21.8
O=C1CCC/C1=c1\s/c(=C/c2cccnc2)c(=O)n1-c1ccccc1	-18.0	-23.5	-0.1	-1.7	-9.2	2.3	0.6	-0.2	-0.2
C[C@@H]1CC[C@H]2C(=O)N3[C@@H](CC[C@@H](C)[C@@H]3c3ccc(Br)cc3)C(=O)N2[C@H]1c1ccc(Br)cc1	-5.0	-2.5	6.3	-2.2	-2.5	13.4	-0.2	0.6	32.9
Cc1nnc(SCC(=O)N(C)C2CCCCC2)n1C	-10.2	-1.3	-2.3	-1.6	4.0	9.1	1.0	-0.3	-4.6

Compound profiles, as listed above.
Shown for c1ccc2oc(-c3ccc(Nc4nc(N5CCOCC5)nc(N5CCOCC5)n4)cc3)nc2c1 → E coli Lon inh = -2.5; PABP1 MLLE inh = 2.5; CendR NRP1 mod = 0.0; bovine MsrA act = -3.8; MT1-MMP act inh = -9.6; SKN-1 block = -6.0; MsrA inhibitor = 3.0; TbMetRS inhib = -0.5; FAS TE block = 21.8
Shown for CCCCOc1ccc(/C=C/C(=O)OCC(=O)c2c(N)n(C)c(=O)n(C)c2=O)cc1OCC → E coli Lon inh = -9.0; PABP1 MLLE inh = -1.7; CendR NRP1 mod = 10.9; bovine MsrA act = -1.9; MT1-MMP act inh = -3.2; SKN-1 block = -0.7; MsrA inhibitor = 1.0; TbMetRS inhib = -0.1; FAS TE block = -3.7

The listing continues.
SMILES	E coli Lon inh	PABP1 MLLE inh	CendR NRP1 mod	bovine MsrA act	MT1-MMP act inh	SKN-1 block	MsrA inhibitor	TbMetRS inhib	FAS TE block
O=c1[nH][nH]cc1C=Nc1cc(Cl)ccc1O	-7.5	-0.1	-1.5	-3.8	1.7	-5.1	0.4	3.4	18.0
CN(Cc1ccccn1)C(=O)C1CCC(=O)N(Cc2cccc(C(F)(F)F)c2)C1 (stereo not given)	0.7	8.5	16.2	-1.4	-2.8	9.7	0.3	-0.6	-2.5
CC1CCN(c2nc3c(cc2C#N)COC(C)(C)C3)CC1	-1.1	12.7	13.8	-8.2	-0.8	23.1	0.4	-1.1	4.0
O=C(CCCN1C(=O)C(c2ccccc2)Oc2cccnc21)NCCc1ccc(Cl)cc1 (stereo not given)	3.3	-5.7	10.9	-3.1	2.2	-1.0	-0.9	-0.4	13.4
COc1ccc(NS(=O)(=O)c2ccc(C)c(NC(=O)c3ccc(C)c(S(=O)(=O)N4CCOCC4)c3)c2)cc1	-4.0	-1.7	-9.4	-0.1	2.3	-7.5	1.1	-0.4	22.6
COc1ccccc1OCCCCCc1c(C)n[nH]c1C	-1.1	3.0	15.2	-10.7	4.8	-17.4	-1.0	-0.4	-6.5
CC1(C)CC(=O)C(C=NCCN2CCN(C(=O)c3ccc(F)cc3)CC2)=C(O)C1	-5.8	13.1	4.6	-11.9	-1.0	-40.5	-0.2	-1.6	-9.2
COc1cccc(C(=O)Nc2cc(-c3cn4cccnc4n3)ccc2C)c1	1.7	-1.4	10.5	-2.6	3.8	10.3	1.9	-0.2	-3.9
CC(C)Sc1nc(N2CCOCC2)c2c(c1C#N)CC(C)(C)SC2	-4.0	15.4	-3.8	-3.3	-10.7	11.9	-0.1	-0.5	26.4
O=C(Cn1c(-c2cncs2)nc2ccccc21)NCc1ccccc1	3.8	-11.1	4.6	-14.3	4.1	-6.1	1.0	-0.3	-1.6
CC(CC(=O)Nc1ccccc1C(F)(F)F)c1ccccc1 (stereo not given)	-8.4	4.0	14.4	-7.3	5.6	7.0	-0.3	-1.1	-12.0
c1ccn(CCc2ccncc2)c1	-2.1	0.1	16.1	-2.6	3.4	6.0	-1.2	-0.2	-4.9
CCOc1ccc(OCC(=O)OC(C)C(=O)NC2CCCC2)cc1 (stereo not given)	0.6	14.7	-0.4	1.1	1.4	12.6	-0.5	-0.2	-6.5
CCOC(=O)N1CCN(C(=O)c2cc3cc(C)ccc3[nH]2)CC1	5.7	3.4	4.8	-6.1	-1.0	-4.1	-0.8	-1.0	-4.7
COc1ccc(C(=O)n2nc(-c3ccco3)nc2N)cc1	-1.1	5.7	-2.0	-1.1	3.3	9.3	1.8	0.1	-1.9
O=C(Nc1ccncc1)c1ccc(Cl)c(Cl)c1	-1.1	-5.3	2.4	-8.2	4.9	-24.5	-1.0	-0.5	0.4

Rewritten with values under each structure: 2 of the compounds above.
Results follow in this order: E coli Lon inh | PABP1 MLLE inh | CendR NRP1 mod | bovine MsrA act | MT1-MMP act inh | SKN-1 block | MsrA inhibitor | TbMetRS inhib | FAS TE block
COc1cccc(C(=O)Nc2cc(-c3cn4cccnc4n3)ccc2C)c1
    1.7 | -1.4 | 10.5 | -2.6 | 3.8 | 10.3 | 1.9 | -0.2 | -3.9
CC(CC(=O)Nc1ccccc1C(F)(F)F)c1ccccc1 (stereo not given)
    -8.4 | 4.0 | 14.4 | -7.3 | 5.6 | 7.0 | -0.3 | -1.1 | -12.0
